Screening data deposited in PubChem BioAssay by National Center for Advancing Translational Sciences (NCATS).
D1 PAM: Potentiators of Human D1 Dopamine Receptor: qHTS; HEK293 TREx D1 cells, calcium flux, dopamine EC20 potentiation; D(1A) dopamine receptor (Homo sapiens), P21728; potentiation, % at 10 µM; 360,000 compounds, 0.036% hits; in the data active means potentiation above about 30%; further: 0% is about no effect
D1 antagonist: Antagonist of Human D 1 Dopamine Receptor: qHTS. D(1A) dopamine receptor (Homo sapiens), P21728. HEK293 TREx D1 cells, calcium flux, dopamine EC80; stronger effect = lower value. activity change, negative = inhibition, % at 10 µM. 360,000 compounds, 3.2% hits; in the data active means activity change below about -30%; further: on the % scale 0 is the no-effect control and ±100 the full control effect
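Compound effects on dopamine-evoked calcium signalling were measured in tetracycline-induced HEK293 Trex D1 cells. Dopamine at EC80 followed a 180 s compound pre-read, and fluorescence was tracked kinetically for 180 s more.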
Vif-A3G inh: qHTS for Inhibitors of Vif-A3G Interactions: qHTS; AID 602310, 2012; Potency, µM (top dose mostly 46.1 µM), for inactives: at the highest dose activity, negative = active, most hits filed as inhibitors; 410,000 compounds, 0.076% hits; HeLa A3G-eYFP + Vif (tagged APOBEC3G with the HIV-1 protein that degrades it), YFP fluorescence, overnight;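 further: potency means the concentration at half of the fitted maximal effect; on the % scale 0 is the no-effect control and ±100 the full control effect; nearly all actives have a fitted effect of over 60% in size; hits raise eYFP signal because A3G escapes Vif-driven loss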
Target sequence (Q9HC16 whole entry, looked up): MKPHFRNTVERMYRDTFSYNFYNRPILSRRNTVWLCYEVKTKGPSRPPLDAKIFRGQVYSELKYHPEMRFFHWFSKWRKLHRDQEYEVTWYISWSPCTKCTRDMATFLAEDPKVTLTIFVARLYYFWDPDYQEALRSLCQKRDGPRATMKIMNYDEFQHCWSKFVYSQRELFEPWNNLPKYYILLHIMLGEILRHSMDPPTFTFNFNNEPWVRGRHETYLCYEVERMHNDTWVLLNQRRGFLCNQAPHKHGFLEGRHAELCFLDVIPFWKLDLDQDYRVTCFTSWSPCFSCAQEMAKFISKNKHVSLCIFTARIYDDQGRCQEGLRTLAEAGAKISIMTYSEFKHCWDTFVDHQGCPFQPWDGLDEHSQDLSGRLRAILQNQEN
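Read-out is eYFP fluorescence (Ex 488/Em 500-530) from Vif-expressing HeLa A3G-eYFP cells; more signal means A3G escaped Vif-mediated degradation. Cells plated overnight, compound pinned in, incubated overnight at 37 deg C.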
Glioma ERSR ind: qHTS for Inducers of the Endoplasmic Reticulum Stress Response (ERSR) in Human Glioma: qHTS; U87-MG GRP78 promoter luciferase reporter, 16 h; Potency, µM, inactives show at the top dose activation, actives largely listed as activators; 420,000 compounds, 0.02% hits; further: potency means the concentration at half of the fitted maximal effect; series mostly up to about 76 µM; % of control where 0% means no effect; nearly all actives have a fitted effect of over 35% in size
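Stably transfected U87-MG human glioma cells carrying a GRP78-based luminescent sensor were seeded at 1000 cells/well, pin-dosed with compounds and incubated 16 h. Luciferase reagent was then added, and end-point luminescence was read after 10 min at room temperature.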
D1 ag: Allosteric Agonists of the Human D1 Dopamine Receptor: qHTS; D(1A) dopamine receptor (Homo sapiens), P21728; HEK293 T-REx D1 cells, calcium flux, agonist mode; activation, % at 2 µM; 360,000 compounds, 1% hits; AID 504660, 2011; in the data active means activation above about 30%; further: 0% is about no effect
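Tetracycline-induced HEK293 TREx D1 cells, force-coupled to calcium signalling, were dye-loaded with a no-wash calcium kit. Compound was pin-added after a 10 s baseline. Fluorescence was read kinetically at 1 cycle/s for 180 s, with calcium rises flagged as agonism.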
Vif-APOBEC3F blk: qHTS for Inhibitors of Vif-A3F Interactions: qHTS; Potency, µM (highest dose often 46.1 µM), for the others: top-dose activity, negative = active; 390,000 compounds, 0.2% hits; HeLa A3F-eYFP + Vif (tagged APOBEC3F with the HIV-1 protein that degrades it), YFP fluorescence increase; further: potency means the concentration at half of the fitted maximal effect; % of control where 0% means no effect; nearly all actives have a fitted effect of over 65% in size
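HeLa cells stably expressing A3F-eYFP plus Vif, plated and incubated overnight at 37 deg C, then exposed to compounds overnight at 37 deg C. Blocked degradation read as raised yellow fluorescence (Ex 488/Em 500-530).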
D2 potentiator: HTS Assay for Positive Allosteric Modulators of the Human D2 Dopamine Receptor: Primary Screen for Potentiators | HEK293 T-REx D2, calcium flux, EC20 dopamine potentiation | potentiation, % at 10 µM | 340,000 compounds, 0.34% hits | AID 485347, 2010 | D(2) dopamine receptor (Homo sapiens), P14416;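 active means potentiation over 3 SD above the plate norm, cut at about 30% in these data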; further: 0% is about no effect
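Primary screen. Calcium kinetics in induced HEK293 T-REx D2 cells: compound pre-addition 180 s, EC20 dopamine, 180 s more.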
LDHA inh: qHTS assay for inhibitors of human lactate dehydrogenase. activity change, % (values are at about 110 or 230 µM). 480,000 compounds, 0.15% hits. L-lactate dehydrogenase A chain (Homo sapiens), P00338. purified LDHA, NADH/diaphorase-resazurin fluorescence; stronger effect = lower value; in the data active means activity change below about -30%; inconclusive means mostly about -25% to -30%;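 further: plate controls were DMSO wells for no effect and wells without enzyme for full effect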
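Resorufin fluorescence (ex540/em590), read at 0 and 20 min after diaphorase/resazurin addition, reports the NADH left after a 5 min room-temperature reaction of 2 nM human LDH5 with 0.06 mM NADH and 0.2 mM pyruvate.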
RXFP1 ag: qHTS Assay for Agonists of the Relaxin Receptor RXFP1 | Relaxin receptor 1 (Homo sapiens), Q9HBX9 | HEK293T-RXFP1 cAMP TR-FRET, 30 min; response scale: percent of porcine relaxin response, buffer zero | Potency, µM (series often up to 57.5 µM), for the others: at the highest dose activation, most hits filed as activators | 370,000 compounds, 0.3% hits; further: potency means the concentration at half of the fitted maximal effect; on the % scale 0 is the no-effect control and ±100 the full control effect; nearly all actives have a fitted effect of over 60% in size; many of its hits are not listed in these tables
Target sequence (Q9HBX9 whole entry, looked up): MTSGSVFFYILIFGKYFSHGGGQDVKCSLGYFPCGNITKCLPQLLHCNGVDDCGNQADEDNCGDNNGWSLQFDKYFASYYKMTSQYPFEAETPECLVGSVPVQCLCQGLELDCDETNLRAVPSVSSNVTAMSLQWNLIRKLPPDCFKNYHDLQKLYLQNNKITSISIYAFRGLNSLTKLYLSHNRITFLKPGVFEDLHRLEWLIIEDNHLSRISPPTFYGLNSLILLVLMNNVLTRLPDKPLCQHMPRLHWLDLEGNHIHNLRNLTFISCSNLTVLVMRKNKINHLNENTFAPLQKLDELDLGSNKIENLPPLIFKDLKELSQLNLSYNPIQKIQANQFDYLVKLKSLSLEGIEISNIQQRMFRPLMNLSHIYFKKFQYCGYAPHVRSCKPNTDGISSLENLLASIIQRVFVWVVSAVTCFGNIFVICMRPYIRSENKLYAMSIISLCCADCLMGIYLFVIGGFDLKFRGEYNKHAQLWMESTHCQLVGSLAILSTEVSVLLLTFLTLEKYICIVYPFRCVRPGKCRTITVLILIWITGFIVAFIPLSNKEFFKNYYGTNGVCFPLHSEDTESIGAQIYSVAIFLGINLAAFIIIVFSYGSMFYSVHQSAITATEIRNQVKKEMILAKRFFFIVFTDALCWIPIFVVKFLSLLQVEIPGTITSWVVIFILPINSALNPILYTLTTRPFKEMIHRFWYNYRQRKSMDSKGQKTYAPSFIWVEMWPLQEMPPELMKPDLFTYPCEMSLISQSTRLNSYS
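HEK293 cells stably expressing RXFP1, treated 30 min at 37C with compounds plus PDE4 inhibitor Ro 20174; cAMP measured by HTRF TR-FRET. Normalized to buffer and 29 nM porcine relaxin; EC50 by Hill fit.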
The depositor's hits bear a star; & = joins results of further samples. Unless noted, the call rests on the fitted dose curve; in most records, active means well fitted curve in the direction sought with a large enough effect; inconclusive means small, poorly fitted or top-dose-only effect, or another doubt; inactive means no such curve, though single readings can be large; an effect the other way counts as inactive or inconclusive.

Screening CCN(C(=O)c1cccn(Cc2cccc(Cl)c2)c1=O)c1ccccc1 returned D1 PAM -4.7, D1 antagonist -3.5, Vif-A3G inh -4.7%, Glioma ERSR ind -1.3%, D1 ag 0.5, Vif-APOBEC3F blk -0.4%, D2 potentiator 9.1, LDHA inh -2.2 and RXFP1 ag 1.1%.
CCOC(=O)c1c(NCCN(C)C)c2ccccc2[nH]c1=O was read as D1 PAM 1.3, D1 antagonist 1.5, Vif-A3G inh -0.3%, Glioma ERSR ind -1.1%, D1 ag 2.1, Vif-APOBEC3F blk 3.0%, D2 potentiator -24.1, LDHA inh -1.4 and RXFP1 ag 1.2%.
For O=C(CCCNC(=O)/C(=C\c1ccc(F)cc1)NC(=O)c1ccccc1)OCc1ccccc1 the results were D1 PAM 1.4, D1 antagonist -19.7, Vif-A3G inh -0.9%, Glioma ERSR ind 1.4%, D1 ag 2.0, Vif-APOBEC3F blk 1.5%, LDHA inh -2.1 and RXFP1 ag 0.0%.
`Clc1ccc(/C=N/NC2=Nc3cccc4cccc2c34)cc1` gave D1 PAM -8.3, D1 antagonist -33.1*, Vif-A3G inh inconclusive, Glioma ERSR ind -10.4%, D1 ag 6.7, Vif-APOBEC3F blk 12.6µM*, D2 potentiator -18.2, LDHA inh -2.8 and RXFP1 ag 0.0%.
For Cc1ccc2cc(CN(CCCO)S(=O)(=O)c3cccc4nsnc34)c(=O)[nH]c2c1 the results were D1 PAM 3.5, D1 antagonist -4.4, Vif-A3G inh -1.3%, Glioma ERSR ind -2.5%, D1 ag 0.1, Vif-APOBEC3F blk -8.4%, D2 potentiator 5.0, LDHA inh 6.9 and RXFP1 ag -1.1%.
Cc1cccc(C(=O)NC2(C(F)(F)F)N=C(c3ccccc3)N(C3CCCCC3)C2=O)c1 (stereo not drawn) was read as D1 PAM -0.5, D1 antagonist -7.1, Vif-A3G inh 1.9%, Glioma ERSR ind -2.1%, D1 ag 0.6, Vif-APOBEC3F blk 3.6%, D2 potentiator 13.7, LDHA inh -3.9 and RXFP1 ag 1.3%.
CSc1ncccc1C(=O)OCc1ccc([N+](=O)[O-])cc1 was read as D1 PAM 9.8, D1 antagonist 0.8, Vif-A3G inh 0.3%, Glioma ERSR ind -1.1%, D1 ag 1.7, Vif-APOBEC3F blk -3.3%, D2 potentiator 9.9, LDHA inh -9.2 and RXFP1 ag -0.3%.
Screening Cn1c(Nc2ccc(Cl)cc2)cc(=O)n(C)c1=O returned D1 PAM 1.2&-3.0, D1 antagonist 4.6&-4.2, Vif-A3G inh 0.0%&-10.2%, Glioma ERSR ind -6.5%&-1.9%, D1 ag 2.4&-2.3, Vif-APOBEC3F blk 10.5%&-0.2%, D2 potentiator -0.8&-6.7, LDHA inh -0.4&-3.1 and RXFP1 ag 3.5%&9.6%.
For Cc1cc(C)c2oc(C(=O)Nc3ccc(S(=O)(=O)N4CCCCC4)cc3)cc(=O)c2c1 the results were D1 PAM -0.1, D1 antagonist -10.8, Vif-A3G inh -1.3%, Glioma ERSR ind -3.2%, D1 ag 2.8, Vif-APOBEC3F blk 2.9%, D2 potentiator 12.3, LDHA inh -5.7 and RXFP1 ag -2.7%.
CCOCCCNC(=S)N1CCC(C(=O)c2ccc(C)cc2)CC1 was read as D1 PAM 8.2, D1 antagonist -16.6, Vif-A3G inh 0.0%, Glioma ERSR ind -2.0%, D1 ag 1.3, Vif-APOBEC3F blk 5.6%, D2 potentiator -1.0, LDHA inh -5.0 and RXFP1 ag 1.2%.
COc1ccc(C(=O)CC2(O)C(=O)N(CCc3ccccc3)c3ccc(Br)cc32)cc1OC (stereo not drawn) was read as D1 PAM 0.1, D1 antagonist 0.7, Vif-A3G inh -4.5%, Glioma ERSR ind -6.1%, D1 ag 4.5, Vif-APOBEC3F blk -4.6%, D2 potentiator -0.1, LDHA inh -0.6 and RXFP1 ag 6.1%.
For CCC(C)NC(=O)c1ccc(C)c(NC(=O)C2=C(C)OCCS2)c1 (stereo not drawn) the results were D1 PAM -1.9, D1 antagonist 6.3, Vif-A3G inh -1.8%, Glioma ERSR ind 3.4%, D1 ag 2.2, Vif-APOBEC3F blk -1.4%, D2 potentiator 3.5, LDHA inh -4.7 and RXFP1 ag 1.5%.

Next part, overlapping the part above by two compounds.
COc1ccc(C(=O)CC2(O)C(=O)N(CCc3ccccc3)c3ccc(Br)cc32)cc1OC (stereo not drawn) was read as D1 PAM 0.1, D1 antagonist 0.7, Vif-A3G inh -4.5%, Glioma ERSR ind -6.1%, D1 ag 4.5, Vif-APOBEC3F blk -4.6%, D2 potentiator -0.1, LDHA inh -0.6 and RXFP1 ag 6.1%.
For CCC(C)NC(=O)c1ccc(C)c(NC(=O)C2=C(C)OCCS2)c1 (stereo not drawn) the results were D1 PAM -1.9, D1 antagonist 6.3, Vif-A3G inh -1.8%, Glioma ERSR ind 3.4%, D1 ag 2.2, Vif-APOBEC3F blk -1.4%, D2 potentiator 3.5, LDHA inh -4.7 and RXFP1 ag 1.5%.
`O=c1[nH][nH]c(=O)c2c1[nH]c(=S)n2Cc1ccccc1` gave Vif-A3G inh -0.1%, Glioma ERSR ind 1.4%, Vif-APOBEC3F blk 5.3% and LDHA inh -7.5.
Cc1ccc(Cl)c(NC(=O)COC(=O)c2cc[n+]([O-])cc2)c1Cl was read as Vif-A3G inh 1.4%, Glioma ERSR ind -2.4%, Vif-APOBEC3F blk -21.5% and LDHA inh -5.1.
COC(=O)c1cc(O)c(OCc2ccccc2)c(O)c1 was read as D1 PAM -1.1, D1 antagonist -12.5, Vif-A3G inh -7.4%, Glioma ERSR ind 0.9%, D1 ag -2.2, Vif-APOBEC3F blk -11.0%, D2 potentiator -7.5, LDHA inh 4.4 and RXFP1 ag 3.2%.
For CC12CCC(=O)N1C(C(=O)NCCN1C(=O)S/C(=C\c3ccc(F)cc3)C1=O)CS2 (stereo not drawn) the results were D1 PAM 0.3, D1 antagonist 8.5, Vif-A3G inh 0.5%, Glioma ERSR ind -2.3%, D1 ag 2.1, Vif-APOBEC3F blk 1.8%, D2 potentiator 7.5, LDHA inh -1.3 and RXFP1 ag -0.9%.
Screening OCCCn1c(C2CCCN2c2nc(-c3ccc(Cl)cc3)cs2)nc2cc(Cl)c(N3CCCCC3)cc21 (stereo not drawn) returned Vif-A3G inh -5.8%, Glioma ERSR ind -0.3%, Vif-APOBEC3F blk inconclusive and LDHA inh 0.4.
`Cc1c(CNC2CCCCC2)c(C(=O)O)c(C)n1Cc1cccc(Cl)c1` gave D1 PAM -0.9, D1 antagonist -7.1, Vif-A3G inh 1.9%, Glioma ERSR ind -3.0%, D1 ag -0.5, Vif-APOBEC3F blk 0.3%, D2 potentiator -10.6, LDHA inh -10.3 and RXFP1 ag -0.9%.
Cc1ccc(CN2C(=O)C(C)Nc3ncnc(N4CCOCC4)c32)cc1 (stereo not drawn) was read as D1 PAM 0.8, D1 antagonist 5.8, Vif-A3G inh -0.4%, Glioma ERSR ind -4.3%, D1 ag -1.8, Vif-APOBEC3F blk -6.6%, D2 potentiator -0.1, LDHA inh -9.2 and RXFP1 ag -0.4%.
For Cc1nnc2n(c1=O)C(CS(=O)(=O)c1ccc3ccccc3c1)CS2 (stereo not drawn) the results were D1 PAM 1.0, D1 antagonist -9.7, Vif-A3G inh -0.2%, Glioma ERSR ind -5.2%, D1 ag -0.7, Vif-APOBEC3F blk 4.6%, D2 potentiator 5.2, LDHA inh -6.3 and RXFP1 ag 2.9%.
Screening COc1ccc(NC(=O)CSc2nnc(Cc3cccn3C)n2CCc2ccccc2)c(OC)c1 returned D1 PAM 2.6, D1 antagonist 1.2, Vif-A3G inh -0.4%, Glioma ERSR ind -1.1%, D1 ag -0.6, Vif-APOBEC3F blk -11.8%, D2 potentiator 9.6, LDHA inh -0.4 and RXFP1 ag -0.3%.
For Cc1ccc(SCC(=O)NC(=O)Nc2ccc3c(c2)OCCO3)c(C)c1 the results were D1 PAM 2.4, D1 antagonist 6.4, Vif-A3G inh 2.3%, Glioma ERSR ind -1.7%, D1 ag 5.2, Vif-APOBEC3F blk 3.1%, D2 potentiator -6.8, LDHA inh -5.2 and RXFP1 ag 0.7%.
For C[C@@H]1NS(=O)(=O)[C@H]2C[C@@H]3C=C[C@]2(O3)[C@H]1OC(=O)c1ccccc1Br the results were D1 PAM -0.3, D1 antagonist 10.8, Vif-A3G inh 4.9%&1.8%, Glioma ERSR ind 1.0%&-1.4%, D1 ag -0.3, Vif-APOBEC3F blk -0.2%, D2 potentiator -6.5, LDHA inh -1.2 and RXFP1 ag -0.5%.
`CCOc1ccc(NC(=O)c2ccc(NC(=O)COC(=O)c3ccc(NC(=O)CC#N)cc3)cc2)cc1` gave D1 PAM -0.9, D1 antagonist -4.6, Vif-A3G inh 0.2%, Glioma ERSR ind -3.8%, D1 ag 8.1, Vif-APOBEC3F blk 5.7%, D2 potentiator -4.7, LDHA inh -7.9 and RXFP1 ag 4.9%.
`COc1ccc(C2C(C#N)=C(N)Oc3cc(N)ccc32)cc1OC` (stereo not drawn) gave D1 PAM -0.3, D1 antagonist -12.1, Vif-A3G inh inconclusive, Glioma ERSR ind -3.3%, D1 ag 2.3, Vif-APOBEC3F blk -14.8%, D2 potentiator -11.5, LDHA inh 12.8 and RXFP1 ag -0.2%.
CCC(C)(C)NC(=O)C(c1ccco1)N(C(=O)Cn1nnc2ccccc21)c1ccc2c(c1)OCO2 (stereo not drawn) was read as D1 PAM -1.7, D1 antagonist -5.4, Vif-A3G inh -4.5%, Glioma ERSR ind -2.5%, D1 ag 15.0, Vif-APOBEC3F blk -2.2%, D2 potentiator 7.5, LDHA inh -0.2 and RXFP1 ag 1.2%.

Only part of the results is shown; count on the stated rates, not on these rows.
